CD40 NFkB inh: CD40 pathway inhibition in BL2 cells; BL2 NF-kB luciferase reporter, CD40L-induced, 4 h; hit rate 0.94% among 83,000; inhibition, % at 10 µM; AID 1053188;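 active = mean inhibition of at least 50% with a set share of replicates also reaching that level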;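 also: 0% = neutral control wells and 100% = IKK inhibitor VII at 50 µM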
The depositor's hits bear a star; & = joins results of further samples; [ ] = remark or other dose.

| canonical_smiles | CD40 NFkB inh |
| --- | --- |
| c1ccc(CNc2nc(-c3cccs3)nc3ccccc23)nc1 | 11 |
| COc1ccc(NC(=O)CN2C(=O)c3ccccc3S2(=O)=O)cc1S(=O)(=O)N1CCOCC1 | 2 |
| O=C(c1ccc(F)cc1)N1CCC(C(=O)N2CCN(S(=O)(=O)c3cccc(F)c3)CC2)CC1 | -3 |
| Cn1c(=O)n(CC(N)=O)c2ccccc21 | 6 |
| Cc1ccc(Cl)c(OCCCN(C)Cc2ccccc2)c1 | 5 |
| N#Cc1ccc(-c2ccc3c(c2)[C@@H]2[C@@H](CCN2C(=O)Cc2ccccc2)[C@@H](CO)N3)cc1 | 42[25 µM] |
| CC(C)OCC1Cn2c(nc3c2c(=O)n(C)c(=O)n3C)O1 (stereo not given) | -3 |
| COc1cccc(NC(=O)C2CCC(CNS(=O)(=O)c3cccs3)CC2)c1 (stereo not given) | -12 |
| COc1ccc(NC(=O)c2ccc(NC(=O)CN3CCC(C(N)=O)CC3)cc2)cc1 | -18 |
| O=C(O)C1(Nc2ccccc2Cl)CCCC1 | -4 |
| CC(C)CCNC(=O)CN(C)S(=O)(=O)c1cccc2nsnc12 | 5 |
| CCCCc1cc(=O)oc2c(CN(C)C)c(O)c(Cl)cc12 | 28 |

(more compounds)
| canonical_smiles | CD40 NFkB inh |
| --- | --- |
| Cc1cc2nnc(SCC(=O)N3CCOCC3)n2c2ccccc12 | 6 |
| CSc1ncccc1C(=O)OCC(=O)c1ccc(C)s1 | -39 |
| C[C@H](CO)N1C[C@H](C)[C@@H](CN(C)Cc2ccc3c(c2)OCCN3C)OCc2cnnn2CCCC1=O | -8[25 µM] |
| C[C@@H]1CN([C@H](C)CO)S(=O)(=O)c2ccc(C#Cc3cccc(F)c3)cc2O[C@H]1CN(C)S(=O)(=O)c1cn(C)cn1 | 32[25 µM] |
| CC(NCCO)C(=O)C12CC3CC(CC(C3)C1)C2 (stereo not given) | 7 |
| O=C(Cc1ccccc1[N+](=O)[O-])OCC(=O)c1c[nH]c2ccccc12 | -110 |
| COCCn1c(C)cc(/C=C(\C#N)C(=O)OCC(=O)Nc2ccc(S(N)(=O)=O)cc2)c1C | 9 |
| CC(=O)NC(CCS(C)(=O)=O)C(=O)N1CCc2ccccc21 (stereo not given) | -3 |
| O=C(CNC(=O)C12CC3CC(CC(C3)C1)C2)OCC(=O)N1CCCCC1 | 9 |
| O=C(c1ccc2c(c1)OCO2)N1CCc2ccccc21 | -32 |
| NC(=O)c1ccsc1NC(=O)C1CCN(S(=O)(=O)c2cccs2)CC1 | -4 |
| O=C(Nc1ccc2c3c(cccc13)CC2)c1ccco1 | -61 |

Next records.
| canonical_smiles | CD40 NFkB inh |
| --- | --- |
| Cc1onc(-c2ccccc2)c1NC(=O)N(CCC#N)Cc1cccs1 | 5 |
| Cc1sc(NC(=O)Cn2cnnn2)nc1-c1ccc(Cl)cc1 | 11 |
| C[C@H]1CN([C@@H](C)CO)C(=O)c2cc(NC(=O)Cc3ccccc3)ccc2O[C@H]1CN(C)C(=O)NC1CCCCC1 | -2[25 µM] |
| CC(=O)c1c(C)[nH]c(C(=O)N2CCN(c3ccc(F)cc3)CC2)c1C | -8 |
| COc1cccc(N(CC(=O)NC2CC3CCC2C3)S(=O)(=O)c2ccccc2)c1 (stereo not given) | 7 |
| O=C(Nc1ccccc1N1CCCCC1)c1cnccn1 | 19 |
| CCc1ncc(CN2CCCCC2C(=O)Nc2ccc(Oc3ccccc3)nc2)cn1 (stereo not given) | -7 |
| CN(C)CCCN1c2ccccc2Sc2ccc(Cl)cc21 | -40&2 |
| C[C@H]1CN([C@@H](C)CO)C(=O)c2c(c3ccccc3n2C)-c2ccccc2CO[C@@H]1CN(C)C(=O)Nc1ccccc1 | 12 |
| COc1ccc(NS(=O)(=O)c2cc3c4c(c2)CCN4C(=O)CC3)cc1OC | -7 |
| CCCNC(=O)Nc1ccc2c(c1)OC[C@@H](C)N(Cc1cncnc1)C[C@@H](C)[C@H](OC)CN(C)C2=O | -7[25 µM] |
| Cc1ccc(C(=O)Nc2nnc(C)s2)cc1 | -13 |

Molecules listed so far containing an aryl thioether with sulfur outside any ring (two):
| canonical_smiles | CD40 NFkB inh |
| --- | --- |
| Cc1cc2nnc(SCC(=O)N3CCOCC3)n2c2ccccc12 | 6 |
| CSc1ncccc1C(=O)OCC(=O)c1ccc(C)s1 | -39 |

(further entries)
| canonical_smiles | CD40 NFkB inh |
| --- | --- |
| O=C(NCc1cc(F)cc(F)c1)[C@H]1[C@H](CO)[C@H]2Cn3c(cccc3=O)[C@@H]1N2 | -1[25 µM] |
| O=C(CNC(=O)c1ccc(Cl)cc1Cl)OCc1nnc(-c2ccccc2Br)o1 | -7 |
| CCC(=O)OCCn1c(=O)c2ccccc2c2ccccc2c1=O | 13 |
| COc1cc(C(N)=O)cc(Cl)c1OC | 18 |
| CN(C)/C=N/c1nc2ccc3c(c2s1)CCCC3 | -55 |
| C[C@H](CO)N1C[C@H](C)[C@@H](CN(C)C(=O)Nc2ccc(C(F)(F)F)cc2)OCCCC[C@H](C)Oc2ccc(NS(=O)(=O)c3cn(C)cn3)cc2C1=O | 10[25 µM] |
| CN(C)S(=O)(=O)N1CCC(Cc2ccccc2)CC1 | 5 |
| COC(c1ccccc1)c1nc2ccccc2[nH]c1=O (stereo not given) | 9 |
| COc1ccc(S(=O)(=O)N(C)C[C@@H]2Oc3ccc(NS(=O)(=O)c4c(C)noc4C)cc3C(=O)N([C@@H](C)CO)C[C@@H]2C)cc1 | 7[25 µM] |
| C=CCN1N=C(c2ccc(NC(=O)c3ccccc3)cc2)CSC1=O | -8 |
| CC1=CC2C(C3C=CC2(C)C(=O)C3(C)O)C(C)(O)C1=O (stereo not given) | 8 |
| CC(=O)Nc1nc(-c2ccc([N+](=O)[O-])cc2)cs1 | 5 |

Among those listed so far, these contain an NH in an aromatic ring.
| canonical_smiles | CD40 NFkB inh |
| --- | --- |
| O=C(Cc1ccccc1[N+](=O)[O-])OCC(=O)c1c[nH]c2ccccc12 | -110 |
| CC(=O)c1c(C)[nH]c(C(=O)N2CCN(c3ccc(F)cc3)CC2)c1C | -8 |
| COC(c1ccccc1)c1nc2ccccc2[nH]c1=O (stereo not given) | 9 |

Other results:
| canonical_smiles | CD40 NFkB inh |
| --- | --- |
| Cn1ncc(-c2ccno2)c1C(=O)O | 13 |
| CCC(Oc1ccccc1)C(=O)Nc1ncc([N+](=O)[O-])s1 (stereo not given) | -18 |
| O=C(CN1C(=O)NC2(CCCCC2)C1=O)NCCc1ccccc1 | -6 |
| C[C@]12CC[C@@H]3c4ccc(OC(=O)c5ccccc5)cc4CC[C@H]3[C@@H]1CC[C@@H]2O | -18 |
| O=C(C1CCC1)N1CC[C@H]2[C@H](CO)Nc3ccc(Br)cc3[C@H]21 | 1 |
| CCOC(=O)c1oc2ccccc2c1CSc1nnnn1-c1ccccc1 | 9 |
| COC(=O)CN1C(=O)C(C)=C(c2ccc(C)cc2)S1(=O)=O | -18 |
| O=C(Oc1ccc(Cl)c2cccnc12)N1CCCCCC1 | -14 |
| CCCC#Cc1ccc2c(c1)[C@@H]1[C@@H](CCN1S(=O)(=O)c1ccccc1C)[C@@H](CO)N2 | -3[25 µM] |
| Cc1ccccc1OCCNC(=O)c1ccc2ccccc2n1 | -59 |
| CN1CCN(CCCNC(=O)CCN2C(=O)COc3ccccc32)CC1 | 2 |
| O=C(Cc1n[nH]c(=O)c2ccccc12)NCc1ccccn1 | -1 |

(continued)
SMILES | CD40 NFkB inh
CO[C@H]1CN(C)C(=O)c2ccc(NS(=O)(=O)c3ccc(C)cc3)cc2OC[C@H](C)N(C)C[C@@H]1C | 2[25 µM]
CN(C)Cc1cccc([N+](=O)[O-])c1O | 4
COc1ccc(OCC(=O)Nc2ccccc2-c2ccccc2)cc1 | 9
CN1C(=O)c2cc(NC(=O)C3CC3)ccc2OC[C@@H]2O[C@H](CC(=O)NCCc3ccncc3)CC[C@H]21 | 4
COc1ccc(O)c(C(=O)c2cnn(C(=O)c3cccc(N(C)C)c3)c2)c1 | -74
O=C(Nc1cccnc1)Nc1ccc2c(c1)OCO2 | 0
O=C(Cn1c(=O)oc2ccccc21)NC(=O)NCc1ccccc1 | 10
Cc1ccc(S(=O)(=O)NCC2CCC(C(=O)NCc3cccs3)CC2)cc1 (stereo not given) | 5
CCOC(=O)c1c(C)[nH]c(C(=O)NNC(=O)c2ccc(Br)cc2)c1C | -3
CC(C)(C)c1ccc(C(=O)NNC(=O)c2ccccc2Br)cc1 | -4
C[C@@H]1CN([C@H](C)CO)C(=O)c2cc(NC(=O)CCCN(C)C)ccc2O[C@@H](C)CCCCO[C@@H]1CN(C)S(=O)(=O)c1ccc(Cl)cc1 | 7
CN(CC(=O)Nc1ccccc1Br)C(=O)CN1CCN(Cc2ccc(Cl)cc2)CC1 | -3
C[C@H]1CN([C@@H](C)CO)C(=O)c2c(c3ccccc3n2C)-c2ccccc2CO[C@@H]1CN(C)C(=O)Nc1cccc(Cl)c1Cl | 46[25 µM]
COc1ccc(-n2ccnc2)cc1 | 12
CCOC(=O)c1c(-c2cccs2)csc1NC(=O)c1ccncc1 | 6
Cc1cccc(C(=O)OCc2cncs2)c1 | -22
O=C(Cc1ccccc1)N1CC[C@H]2[C@H](CO)Nc3ccc(C#Cc4cccc(F)c4)cc3[C@H]21 | 31[25 µM]
Cc1ccccc1-c1ccc(C2[C@H]3CNC[C@@H]2N3C(=O)Nc2ccc(F)cc2)cc1 (stereo not given in full) | 10&3[25 µM]
CSc1nccc(-c2cc(Cl)sc2Cl)n1 | 1
C[C@@H]1CN([C@H](C)CO)C(=O)c2cc(NS(=O)(=O)c3ccc(F)cc3)ccc2O[C@@H]1CN(C)C(=O)Nc1ccccc1 | -5[25 µM]
CC(=O)c1sc(NC(=O)C(C)(C)C)nc1C | 10
CO[C@@H]1CN(C)C(=O)c2ccc(NC(=O)C3CC3)cc2OC[C@@H](C)N(C(C)=O)C[C@@H]1C | -3[25 µM]
c1ccc(CSc2nnc(-c3ccccn3)n2-c2ccccc2)cc1 | 8
CC1Cc2ccccc2N1S(=O)(=O)c1cccc(C(=O)OCC(=O)N2CCOCC2)c1 (stereo not given) | 8
COc1ccc(CNC(=O)CNC(=O)c2sc3ccccc3c2Cl)cc1OC | 8
COC(=O)c1ccccc1NC(=O)CSc1nc2ccsc2c(=O)n1CCCCC(=O)O | 4
Clc1ccc(/C=C\c2nccc3c2[nH]c2ccccc23)cc1 | -26
CCc1nccn1CCC(=O)N1CCCC(Nc2ccc(C(C)C)cc2)C1 (stereo not given) | -5
N#Cc1ccc(-c2ccc([C@@H]3[C@H]4CNC[C@@H]3N4Cc3ccc4c(c3)OCO4)cc2)cc1 | -4[25 µM]
CCc1noc(C)c1C(=O)Nc1nc2c(C)cc(C)cc2s1 | -37

Ordered by molar mass (largest number first): part of the list above
SMILES | CD40 NFkB inh
CN(CC(=O)Nc1ccccc1Br)C(=O)CN1CCN(Cc2ccc(Cl)cc2)CC1 | -3
COC(=O)c1ccccc1NC(=O)CSc1nc2ccsc2c(=O)n1CCCCC(=O)O | 4
CCOC(=O)c1c(C)[nH]c(C(=O)NNC(=O)c2ccc(Br)cc2)c1C | -3
CSc1nccc(-c2cc(Cl)sc2Cl)n1 | 1

(listing goes on)
SMILES | CD40 NFkB inh
COc1ccccc1NC(=O)C1(c2ccccc2)CCCC1 | 6
O=C(COC(=O)c1cccc(S(=O)(=O)N2CCCCCC2)c1)Nc1ccccc1 | 7
O=C(N/N=C/c1cc2c(cc1Br)OCO2)c1cccnc1 | -11
Cc1ccc(Cc2c[nH]c(=S)s2)cc1 | 29
O=S(=O)(c1ccccc1)N1CCN=C1SCc1ccccc1 | -4
CSc1nc(C)cc(OCCO)n1 | 9
COCC(=O)N1[C@H](CO)[C@H](c2ccccc2)C12CN(C(=O)c1ccccc1)C2 | -10[25 µM]
COc1ccc(N2CCN(C(=O)COc3ncnc4ccccc34)CC2)cc1 | 0
Cc1ccc(-n2ccnc(SCC(=O)NC3CCCC3)c2=O)cc1Cl | 3
CSc1ccccc1NC(=O)CNCCCN1CCOCC1 | -1
CCS(=O)(=O)NCc1cn2c(C)csc2n1 | -12
CN(C)CC(=O)N[C@@H]1CC[C@@H](CCn2cc(C3CCCC3)nn2)O[C@@H]1CO | 1
Cc1cccc(S(=O)(=O)N2C[C@H]3[C@@H](c4ccccc42)[C@@H](CO)N3CC2CCCC2)c1 | 37[25 µM]
CC1(C)N=C(N)N=C(N)N1c1cccc(C#N)c1 | 4
C[C@H]1CN([C@@H](C)CO)C(=O)c2c(c3ccccc3n2C)-c2ccccc2CO[C@@H]1CN(C)Cc1ccc(-c2ccccc2)cc1 | 0
COCC(=O)Nc1ccc2c(c1)C(=O)N(C)C[C@@H](OC)[C@H](C)CN(CCc1ccccc1)[C@@H](C)CO2 | 5[25 µM]
O=C(O)c1ccc2c3c(cccc13)C(=O)N(c1cccc3ccccc13)C2=O | 1
CCCN(C(=O)Cn1c(C(F)(F)F)nc2ccccc21)C1CCS(=O)(=O)C1 (stereo not given) | 9
COc1ccc(NC(=O)CSc2nnc3ccc(-c4cccnc4)nn23)cc1OC | -19
O=C(C[C@H]1CC[C@H]2[C@@H](COC[C@@H](O)CN2C(=O)c2cccnc2)O1)NC1Cc2ccccc2C1 | 5
CN(C(=O)COC(=O)CCC(=O)c1ccc(Cl)cc1)c1c(N)n(Cc2ccccc2)c(=O)[nH]c1=O | -18
[O-]c1c[n+](-c2ccccc2)no1 | -2
O=C(Nc1ccc2nc(-c3cccnc3)[nH]c2c1)c1ccco1 | -2
O=C(CCCCCNC(=O)c1ccccc1Cl)N/N=C/c1ccco1 | 3
CCOc1ccc(N2C(=O)Nc3ccccc3C2(O)C(=O)NCc2ccc(F)cc2)cc1 (stereo not given) | -1
CC(=O)c1cc2c(cc1NC(=O)c1c(-c3ccccc3)noc1C)OCO2 | 12
CCCCCN(C(=O)CN1CCC(Cc2ccccc2)CC1)c1c(N)n(CCCC)c(=O)[nH]c1=O | 7
CSCCC(NS(=O)(=O)c1ccc(Cl)c(Cl)c1)C(=O)O (stereo not given) | 3

2 entries from above, as labelled records.
> CN(C)CC(=O)N[C@@H]1CC[C@@H](CCn2cc(C3CCCC3)nn2)O[C@@H]1CO
  CD40 NFkB inh: 1

> C[C@H](CO)N1C[C@H](C)[C@@H](CN(C)Cc2ccc3c(c2)OCCN3C)OCc2cnnn2CCCC1=O
  CD40 NFkB inh: -8[25 µM]

Only part of the results is shown (hit frequency here may not be typical).
